# From PubChem
# ATXN viability – Viability Counterscreen for Primary qHTS for Inhibitors of ATXN expression; 400,000 tested, 0.49% active; AID 651635, 2014; S2 cells (HEK-293 line with an ATXN2-luciferase reporter) viability, CellTiter-Fluor protease fluorescence, 24 h; Potency, µM (titrated, usually from 56.7 µM), usual class: cytotoxic; note: potency is the fitted concentration of half-maximal effect; nearly all actives have a fitted effect of over 40% in size
# HT1080-NT tox – qHTS for induction of synthetic lethality in tumor cells producing 2HG: qHTS for the HT-1080-NT fibrosarcoma cell line. HT-1080-NT fibrosarcoma viability, CellTiter-Glo ATP luminescence, 48 h. Potency, µM (top dose mostly 46.1 µM), inactives show top-dose activity, negative = less viability, most hits filed as cytotoxic. 360,000 tested, 1.6% active;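 note: NT is the 2HG producing partner of a matched IDH1 knockdown line; potency is the fitted concentration of half-maximal effect; 0% = DMSO-treated cells and -100% = media-only wells without cells; nearly all actives have a fitted effect of over 55% in size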
#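 Viability by CellTiter-Glo luminescence after 48 h compound exposure at 37C of HT-1080-NT cells (750/well, RPMI, 5% FBS). % activity scaled between DMSO wells and medium-only wells, then curve-fitted and categorized by curve class.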
# KB-3-1 tox – qHTS assay for MDR1-selective chemotherapeutics: Primary screen using the parental adenocarcinoma cell KB-3-1; KB-3-1 viability, CellTiter-Glo ATP luminescence, 72 h; Potency, µM (doses to about 46.1 µM), for the others: top-dose activity change, negative = cytotoxic, hits mostly cytotoxic; 400,000 tested, 1.4% active; AID 1347075, 2019; note: potency is the fitted concentration of half-maximal effect; % is set by controls: 0 for no effect and ±100 for the full control effect; nearly all actives have a fitted effect of over 60% in size
#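 Here the drug-naive KB-3-1 line serves as comparator for MDR sub-line selectivity; cells received compound titrations, 72 h at 37 °C, then CellTiter-Glo readout.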
# HT1080 IDH1KD tx – qHTS for induction of synthetic lethality in tumor cells producing 2HG: qHTS for the HT-1080-IDH1KD cell line | HT-1080 IDH1 knockdown viability, ATP luminescence, 48 h | Potency, µM (top dose mostly 46.1 µM), without a hit: at the highest dose activity, negative = toxicity, usual class: cytotoxic | 360,000 tested, 2% active;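 note: potency is the fitted concentration of half-maximal effect; 0% = DMSO wells and -100% = cell-free medium wells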
#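 Assay cells: HT-1080 with IDH1 knockdown, 750 per well, RPMI/5% FBS. Exposure: 48 h at 37 °C following 2 h pre-incubation. Read: CellTiter-Glo luminescence; fitted concentration-response, curve class assigned.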
# KB-V1 MDR tox – qHTS assay for MDR1-selective chemotherapeutics: Primary screen using the drug-selected MDR subline cells KB-V1; Potency, µM (highest dose often 46.1 µM), for inactives: top-dose activity change, negative = cytotoxicity, usual class: cytotoxic; KB-V1 MDR cells viability, CellTiter-Glo, 72 h; 400,000 tested, 3.4% active; AID 1347076, 2019; note: potency is the fitted concentration of half-maximal effect; % is set by controls: 0 for no effect and ±100 for the full control effect; nearly all actives have a fitted effect of over 60% in size
#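 KB-V1, DMEM (no phenol red) + 10% FBS; cpd pin-transferred, titration series; 72 h, 37 degrees C; CellTiter-Glo, luminescence. Data normalized, curve-fit.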
# SW480 rereplic – A quantitative high throughput screen for small molecules that induce DNA re-replication in SW480 colon adenocarcinoma cells | SW480 DNA re-replication, Hoechst DNA content imaging, 48 h | Potency, µM (series often up to 46.1 µM), for inactives: at the highest dose re-replication activation, most hits filed as activators | 340,000 tested, 1.8% active; note: potency is the fitted concentration of half-maximal effect; % of control where 0% means no effect; nearly all actives have a fitted effect of over 55% in size
#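 Image-based read-out: total Hoechst fluorescence of nuclei (405 nm excitation, 500-530 nm emission), with hits raising the fraction of high-intensity nuclei. SW480 colon cells incubated 48 hr with compounds at 37 C.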
# MCF10A rereplic – A quantitative high throughput screen for small molecules that induce DNA re-replication in MCF 10a normal breast cells | MCF 10A DNA re-replication, Hoechst nuclear intensity, 48 h | Potency, µM (top dose mostly 46.1 µM), for inactives: at the highest dose activity, positive = re-replication, usual class: activators | 350,000 tested, 2.9% active | AID 624296, 2012; note: potency is the fitted concentration of half-maximal effect; % of control where 0% means no effect; nearly all actives have a fitted effect of over 50% in size
# IL-1B inflam inh – qHTS for Inhibitors of Inflammasome Signaling: IL-1-beta AlphaLISA Primary Screen | THP-1 LPS/ATP IL-1B secretion, AlphaLISA, 16 h; stronger effect = lower value | activity change, % at 57.5 µM | 360,000 tested, 4.7% active | AID 743279, 2014; in the data active = activity change below about -50%; inconclusive = mostly about -30% to -49%; note: % is set by controls: 0 for no effect and ±100 for the full control effect
#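 Secreted IL-1B measured by AlphaLISA bead assay after 16 h compound exposure of THP-1 cells; compounds (final up to 57.5 uM) added 1 h before LPS (250 ng/mL) and ATP (1.25 mM) stimulation; lower signal means less secretion.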
# ATXN2 expr inh – Primary qHTS for Inhibitors of ATXN expression | AID 1745845, 2022 | 360,000 tested, 0.72% active | Potency, µM (top dose mostly 57 µM), inactives show at the highest dose activity change, negative = inhibition, actives largely listed as inhibitors | HEK-293 ATXN2-luciferase reporter, luminescence, 24 h; note: potency is the fitted concentration of half-maximal effect; % is set by controls: 0 for no effect and ±100 for the full control effect; nearly all actives have a fitted effect of over 55% in size
#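 ATXN2-luciferase reporter cells (luciferase flanked by upstream and downstream ATXN2 gene portions) were treated 24 h at 37 °C with compounds at up to 57 uM. SteadyGlo luminescence gave expression; GF-AFC fluorescence gave viability.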
# An asterisk follows results filed as active; i = inactive; u = inconclusive; x = no result given; [ ] = another dose, or the depositor's remark. Unless noted, calls come from the whole dose curve; as a rule, active = well fitted curve in the direction sought with a large enough effect; inconclusive = small, poorly fitted or top-dose-only effect, or another doubt; inactive = no such curve, though single readings can be large; an effect the other way counts as inactive or inconclusive.
cpd | smiles | ATXN viability | HT1080-NT tox | KB-3-1 tox | HT1080 IDH1KD tx | KB-V1 MDR tox
1 | O=C(Nc1ccc(-c2nc3ccccc3o2)cc1)C1CCCO1 (stereo unspecified) | i | -28% | u | u | 10µM*
2 | COc1ccc(NC2CCCN(C(=O)c3csc(C(C)C)n3)C2)cc1 (stereo unspecified) | i | 0% | 3% | 5% | -18%
3 | CC(C)C(=O)NC(=S)NCC(=O)c1ccccc1 | i | 11% | -1% | 12% | 1%
4 | Cc1ccc(NC(=O)CCNC(=O)c2ccccc2Cl)cc1S(=O)(=O)N1CCCCCC1 | i | -7% | -27% | -8% | 18%
5 | Cc1cccc(N2C(=O)C(Cc3ccccc3)NC2=S)c1 (stereo unspecified) | i | 5% | -12% | -8% | u
6 | COc1cccc(Cn2c(NCc3ccc(C)cc3)nc3c2c(=O)n(C)c(=O)n3C)c1 | i | x | 12% | x | -26%
7 | CC(=O)Nc1c(-c2ccccc2Cl)c(=O)c2ccccc2n1C | i | 4% | 11% | -4% | 1%
8 | CC(=O)Nn1c(-c2ccccc2)cc2ccccc21 | i | 0% | -4% | -5% | 0%
9 | CC1(c2ccc([N+](=O)[O-])c(CS(=O)(=O)c3ccccc3)c2)OCCO1 | i | 15% | 2% | u | -9%
10 | NC(=O)C1CCCN(Cc2ccc3ccccc3c2)C1 (stereo unspecified) | i | -5% | -2% | -6% | -3%
11 | Cc1cc(N/C=C(\C#N)S(=O)(=O)c2ccc(Cl)cc2)nc(C)n1 | i | 7% | -1% | 3% | 16%
12 | COc1ccc(CC(=O)Nc2nc(C)cs2)cc1OC | i | -14% | -26% | u | -19%
13 | COCCN(C(=O)C1CCCC1)c1c(N)n(Cc2ccccc2)c(=O)[nH]c1=O | i | 2% | 3% | 8% | 0%
14 | CSc1cccc(NC(=O)c2cnccn2)c1 | i | 13% | -3% | 16% | -7%
15 | C/C(=N\NC(=O)C12CCC(C)(C(=O)O1)C2(C)C)c1ccccc1O (stereo unspecified) | i | u | u | u | u

cpd | SW480 rereplic | MCF10A rereplic | IL-1B inflam inh | ATXN2 expr inh
1 | 1% | 25% | -14 | u
2 | 3% | -1% | 13 | 8%
3 | -1%[9.22 µM] | u | -23 | 14%
4 | -9% | -4% | -13 | x
5 | -3% | -18% | 9 | 5%
6 | x | x | x | -6%
7 | -2% | 3% | 43 | -21%
8 | -5% | -6% | 22 | 1%
9 | -4% | 8% | 10 | 13%
10 | -6% | -1% | -1 | x
11 | -15% | -1% | 12 | -7%
12 | -1% | 19% | 28 | -15%
13 | -10% | 6% | -4 | 3%[11.3 µM]
14 | -6% | 5% | -5 | 28%
15 | 3.7µM* | u | 223 | 28µM*

# SW480 rereplic, hit marks shown above.
item | SMILES | SW480 rereplic | IL-1B inflam inh
15 | C/C(=N\NC(=O)C12CCC(C)(C(=O)O1)C2(C)C)c1ccccc1O (stereo unspecified) | 3.7µM* | 223

# (further entries)
cpd | smiles | ATXN viability | HT1080-NT tox | KB-3-1 tox | HT1080 IDH1KD tx | KB-V1 MDR tox
16 | COC(=O)c1cccc(NC(=O)CCN2C(=O)C3CC=CCC3C2=O)c1 (stereo unspecified) | i | 5% | x | 9% | x
17 | Cn1cc(/C=C/C(=O)N2CCCC(C(=O)c3cccc4ccccc34)C2)cn1 (stereo unspecified) | i | 4% | -6% | 1% | 0%
18 | COc1ccc(C(=O)N2N=C(c3cccs3)CC2c2ccccc2O)cc1 (stereo unspecified) | u | u | 9% | u | 0%
19 | O=C(N/N=C/c1cccnc1)c1cc2c(ccc3ccccc32)o1 | i | -24% | -4% | -1% | -1%
20 | Cc1ccc(NC(=O)CCn2nnc3ccccc32)c(C)c1 | i | u | 0% | 14% | -7%
21 | COc1cc2sc3ccc(-c4ccc(N(C)C)nc4)cc3c(=O)c2cc1OC | i | 11% | 6% | 17% | 11%
22 | Cc1ccc(C(=O)Nc2ccccc2N2CCOCC2)cc1S(=O)(=O)N1CCOCC1 | i | 9%[9.24 µM] | 2% | 0% | 4%
23 | Cc1ccc(NC(=O)CNCC2CCCCC2)cc1S(=O)(=O)N(C)C | i | 9% | 0% | -2% | u
24 | CC(=O)Nc1ccc(Oc2nc(-c3ccccn3)nc3ccccc23)cc1 | u | -23% | u | u | u
25 | CC(=O)c1cccc(NC(=S)Nc2ccc(F)cc2)c1 | i | -1% | -4% | -2% | 10%
26 | Cc1ccc(CNC(=O)CSc2nc(=O)n3cccc(C)c3n2)cc1 | i | 0% | -4% | 2% | 0%
27 | CCCCCOCC1CC(C/C(C)=N/NC(N)=O)(C(=O)OCC)C(=O)O1 (stereo unspecified) | i | 1% | 5% | 3% | u
28 | CCOc1ccc(S(=O)(=O)NC2CCCCCC2)cc1 | i | 1% | -18% | -13% | -30%
29 | CCCCOCCOCCOCCCC | i | 17% | 0% | 7% | -4%
30 | CCc1cc(=O)oc2c(C)c(OCC(=O)NCCN3CCOCC3)ccc12 | i | u | u | 19% | u

cpd | SW480 rereplic | MCF10A rereplic | IL-1B inflam inh | ATXN2 expr inh
16 | 2% | -3% | 15 | 13%
17 | -1% | -2% | -20 | -15%
18 | 16µM* | 24% | 25 | 0%
19 | -5%[9.22 µM] | 3% | -4 | -6%
20 | u | 3% | 13 | 24%
21 | -10% | 11% | 21 | 25%
22 | -28% | u | -18 | -15%
23 | -15% | 6% | -23 | x
24 | u | 7% | -94* | 22%
25 | -11% | 9% | 15 | x
26 | -10% | 1% | 10 | 3%
27 | -5% | 1% | 5 | x
28 | -2% | 8% | 23 | x
29 | u | -17% | -19 | 5%
30 | -27% | 0% | 0 | 2%

# Carrying on.
cpd | smiles | ATXN viability | HT1080-NT tox | KB-3-1 tox | HT1080 IDH1KD tx | KB-V1 MDR tox
31 | CCCC(=O)NC(c1cccc([N+](=O)[O-])c1)c1ccc2cccnc2c1O (stereo unspecified) | u | u | 9.2µM* | u | u
32 | COc1cccc(Cn2nc3c4cc(F)ccc4n(Cc4ccc(F)cc4)cc-3c2=O)c1 | i | 9% | 3% | 2% | -5%
33 | COCCn1c(C)cc(C(=O)CSc2nncn2-c2ccccc2)c1C | i | -1% | 12% | 11% | 10µM*
34 | CCCCN(C(=O)CSCC(=O)Nc1ccc(OC)cc1)c1c(N)n(CCC)c(=O)[nH]c1=O | i | 11% | 13% | 19% | 0%
35 | O=C(Nc1c(O)c2ccccc2[nH]c1=O)c1ccco1 | i | 6% | -2% | 10% | 26%
36 | Cc1cc(C)n(-c2ccc(S(=O)(=O)N3CCCC3)cc2[N+](=O)[O-])n1 | i | 0% | 0% | 9% | u
37 | C[n+]1cccc2ccc3c(c21)OC(N)=C(C#N)C3c1ccccc1 (stereo unspecified) | i | u | -10% | u | -21%
38 | CN(CC(=O)Nc1ccc(S(=O)(=O)N(C)C)cc1)Cc1ccc(C(F)(F)F)cc1 | i | -10% | -11% | -1% | u
39 | CCCSc1cc(=O)n(-c2ccc(F)cc2)nc1C(=O)OCC | i | 9% | 0% | 13% | -7%
40 | COc1ccc(S(=O)(=O)N(CC(=O)Nc2cc(C)cc(C)c2)c2ccc(Cl)cc2)cc1 | i | x | -22% | x | -4%
41 | c1ccc(C(CN2CCOCC2)c2ccccc2)cc1 | i | 4% | -13% | 0% | u
42 | Cc1ccnc(-n2c(C)cc(/C=N/NC(=O)COc3cccc4cccnc34)c2C)c1 | i | 9% | 9% | 22% | 26%
43 | CC(=O)c1sc(NC(=O)C2CCCN2S(=O)(=O)c2ccccc2F)nc1C (stereo unspecified) | i | 8% | 1% | -2% | -19%
44 | Cc1ccc(C(c2nnnn2Cc2cccs2)N2CCN(C(=O)c3ccco3)CC2)cc1 (stereo unspecified) | i | 6% | -7% | -4% | u
45 | O=C(CSc1nc2c(c(=O)[nH]1)CCC2)Nc1ccccc1Cl | i | -6% | 0% | 0% | u
46 | CC(=O)CSc1cc(C)nc2c(-c3ccccc3)c(C)nn12 | i | 20% | u | 12% | u
47 | COc1ccc(NC(=O)Cn2cc(S(=O)(=O)N3CCC(C)CC3)c3ccccc3c2=O)cc1Cl | u | x | 2% | x | 17%

cpd | SW480 rereplic | MCF10A rereplic | IL-1B inflam inh | ATXN2 expr inh
31 | x | x | 58 | x
32 | -121%[inhibitor] | u | 22 | -10%
33 | 0% | 1% | 10 | 18%
34 | -3% | -1% | 11 | -8%
35 | -15% | 0% | 33 | 15%
36 | 0% | 5% | 5 | x
37 | 2% | -10% | x | 5%
38 | 3% | 13% | -18 | -13%
39 | -5% | -2% | 29 | -13%
40 | x | x | x | 3%
41 | -4% | -1% | 20 | -9%
42 | -5% | -6% | -54* | -15%
43 | -23% | -2% | 21 | 6%
44 | u | 3% | u | -10%
45 | 12% | -43%[inhibitor] | 8 | -11%
46 | -2% | 7% | 8 | -9%
47 | x | x | x | -2%

# Arranged by the number under SW480 rereplic (descending): three of the compounds above.
nr | SMILES | SW480 rereplic
45 | O=C(CSc1nc2c(c(=O)[nH]1)CCC2)Nc1ccccc1Cl | 12%
41 | c1ccc(C(CN2CCOCC2)c2ccccc2)cc1 | -4%
35 | O=C(Nc1c(O)c2ccccc2[nH]c1=O)c1ccco1 | -15%
